Compound activity (PubChem)
BL2 CD40 inh: inhibitors of CD40-induced NF-kB signaling, primary screen, BL2 cells, luciferase reporter, single point | CD40L-induced, 4 h | hit rate 0.94% among 83,000 | inhibition, % at 10 µM;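 active = mean inhibition of at least 50% with a set share of replicates also reaching that level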;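 also: 0% = neutral control wells and 100% = IKK inhibitor VII at 50 µM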
Active calls of the source: *; [ ] = dose if it differs, or a comment. This is a subset; the hit share may differ from the screen's.

BL2 CD40 inh | canonical_smiles
8 | Cn1c(=O)[nH]c(=O)c2[nH]c(NCCCN3CCOCC3)nc21
12 | C/C=C/c1ccccc1[C@H]1[C@@H](C#N)N(C(=O)NC2CCCC2)[C@H]1CO
-6 | O=C(CCCN1C(=O)c2cccc3cccc(c23)C1=O)N1CCN(c2ccc(F)cc2)CC1
8 | COc1cc(CNCCc2ccccc2F)ccc1OCC(=O)N1CCCCC1
-34 | O=C(COC(=O)c1cnccn1)NCc1ccc2c(c1)OCO2
-1[25 µM] | CC(C)NC(=O)N1[C@H](CNC(=O)CN(C)C)[C@H](c2ccccc2)[C@@H]1CO
1 | COC(=O)c1cnc(NC(=O)C2(C)CCN2C(=O)C(C)C)s1 (stereo unspecified)
1 | CC1(C2CC2)NC(=O)N(CC(=O)Nc2ccc(OC(F)F)cc2)C1=O (stereo unspecified)
2[25 µM] | COc1ccccc1-c1ccc2n(c1=O)C[C@@H]1[C@@H](CO)[C@H](C(=O)N[C@H](C)c3ccccc3)[C@H]2N1C
3 | Cc1ccc(OCC(=O)N(C)C2CCCCC2)c([N+](=O)[O-])n1
23[25 µM] | C[C@H]1CN([C@@H](C)CO)C(=O)c2c(c3ccccc3n2C)-c2ccccc2CO[C@H]1CN(C)C(=O)Nc1cccc(Cl)c1Cl
-16 | Cc1ccccc1S(=O)(=O)N1[C@@H](C#N)[C@@H](c2ccc(-c3ccccc3)cc2)[C@@H]1CO
34 | CC1(C)CC(=O)C(CSC(=O)c2ccccc2)C(=O)C1
-12[25 µM] | COc1ccc(S(=O)(=O)N2C[C@@H](O)COC[C@H]3O[C@H](CC(=O)N[C@@H]4CCN(Cc5ccccc5)C4)CC[C@@H]32)cc1
4 | Cc1ccc(C(C)C)c(O)c1C(=O)O
-43 | CC(=O)c1c(C)[nH]c(C(=O)OCC(=O)N2CCCC2=O)c1C
0 | COc1ccc(S(=O)(=O)Nc2ccc(NC(C)=O)cc2)cc1Br
2 | Cc1ccc(N(CC(=O)NCc2ccccc2)S(=O)(=O)c2c(C)noc2C)cc1
6 | Cc1ccc(Sc2oc(/C=N/n3cnnc3)cc2Br)cc1
-10 | COc1ccccc1C(CNC(=O)c1oc2ccccc2c1C)N1CCCC1 (stereo unspecified)
2 | O=S(=O)(c1ccccc1Oc1ccc(Cl)cc1Cl)N1CCCCC1
12 | Cn1c(=O)c2c(nc(OCC3COC(C)(C)O3)n2Cc2ccccc2F)n(C)c1=O (stereo unspecified)
-69 | Cc1nnc(NC(=O)c2ccc3c(c2)OCO3)s1
11 | CCOC(=O)Cc1csc(NC(=O)COc2ccc3c(C)cc(=O)oc3c2)n1

Of the compounds above, these contain fluorine.
BL2 CD40 inh | canonical_smiles
-6 | O=C(CCCN1C(=O)c2cccc3cccc(c23)C1=O)N1CCN(c2ccc(F)cc2)CC1
8 | COc1cc(CNCCc2ccccc2F)ccc1OCC(=O)N1CCCCC1
1 | CC1(C2CC2)NC(=O)N(CC(=O)Nc2ccc(OC(F)F)cc2)C1=O (stereo unspecified)
12 | Cn1c(=O)c2c(nc(OCC3COC(C)(C)O3)n2Cc2ccccc2F)n(C)c1=O (stereo unspecified)

(cont.)
BL2 CD40 inh | canonical_smiles
5 | CC1(C)Cc2ccccc2C2=C(C(=O)N3CCCCCC3)C(=O)C(=O)N21
10 | c1nc(N2CCC3(CC2)OCCO3)c2c3c(sc2n1)CCCC3
0 | O=C(CC(C(=O)N1CCc2ccccc21)n1ccnc1)NCc1ccccc1 (stereo unspecified)
3 | CS(=O)(=O)N(Cc1ccccc1)c1ccc(C(=O)NC2CCCCC2O)cc1 (stereo unspecified)
-2 | Cc1nc(C)c(C(=O)OCC(=O)Nc2ccccc2SCC#N)s1
-15 | COc1ccc(C)cc1-n1c(SCC(=O)NC2CC2)nc2ccccc2c1=O
-82 | COc1cc2c(cc1OC)C1CCc3cc4c(cc3C1N=C2)OCO4 (stereo unspecified)
3 | Cc1cc(NS(=O)(=O)c2ccc(NC(=O)CNS(=O)(=O)c3ccccc3)cc2)nc(C)n1
3 | CC(Oc1ccccc1)C(=O)Nc1oc(-c2ccco2)c(-c2ccco2)c1C#N (stereo unspecified)
0 | Clc1ccc(Cn2ncc3c(NCc4cccnc4)ncnc32)cc1
-3[25 µM] | CN1CCN(C(=O)C[C@@H]2C[C@@H]3c4cc(NS(C)(=O)=O)ccc4O[C@@H]3[C@@H](CO)O2)CC1
15[25 µM] | C[C@H](NC(=O)C[C@@H]1CC[C@H]2[C@@H](COC[C@@H](O)CN2Cc2ccc(C(F)(F)F)cc2)O1)c1ccccc1
-15 | COc1cc2c(cc1NC(=O)C(c1ccccc1)c1ccccc1)CCCC2
-98 | CC(=O)Oc1ccc2occ(C(=O)c3cccs3)c2c1
-5 | CCCCC1C(=O)NN(c2ccccc2)C1=O (stereo unspecified)
-62 | CCCCCCSc1nsc(NC(=O)CCC)n1
14 | COc1cc(C)c(N)cc1C(C)C
21 | CCc1cccc(CC)c1NC(=O)Cn1c(-c2ccc(F)cc2)noc1=O
4 | O=C(c1ccncc1)N1CCN(S(=O)(=O)c2ccc3ccccc3c2)CC1
-1 | COc1ccc(C2CCCCC2SCC(=O)O)cc1OC (stereo unspecified)
2 | CC(=O)c1ccc(Nc2cc(C)nc3ncnn23)cc1
-9 | C/C(=N\NC(=O)c1nn(C)cc1Br)c1ccncc1
9 | Cc1ccnc(NC(=O)CCc2c(C)nc3ncnn3c2C)c1
-2[25 µM] | CC(C)CC#Cc1ccc([C@H]2[C@@H](CO)N3C(=O)CN(C(=O)Nc4cc(F)ccc4F)C[C@@H]23)cc1
2 | O=C(O)CCNS(=O)(=O)c1ccccc1Br
7[25 µM] | CN1c2ccc(-c3cccc(F)c3)cc2[C@H]2[C@H](CCN2C(=O)C2CCC2)[C@@H]1CO
-75 | O=C(CSc1nnc(NC(=O)c2ccccc2F)s1)Nc1ccccc1F
-2 | COc1ccc(CC(=O)OCc2cc3ccccc3[nH]c2=O)cc1
-7 | N#Cc1cccc(NC(=O)c2cncn2-c2ccccc2)c1
6 | CCc1nc2c(OCCc3cccc(OC)c3)cccn2c1N(C)C(=O)c1ccc(OC)cc1
-4[25 µM] | CCCNC(=O)[C@@H]1[C@@H](CO)[C@@H]2Cn3c(ccc(-c4cccc(OC)c4)c3=O)[C@@H]2N1Cc1nccs1
12 | O=C(Cc1ccc(NC2=NC3CS(=O)(=O)CC3S2)cc1)NCCc1ccccc1 (stereo unspecified)
3 | CCOC(=O)c1[nH]c(C)c(C(=O)NC)c1C
9 | O=S(=O)(c1ccc2ccccc2c1)N1CCN=C1SCc1cccnc1
-46 | O=C(O)c1ccccc1-c1nnc2c(Cl)cc(C(F)(F)F)cn12
5 | O=S(=O)(c1ccc(NC2CCCc3ccccc32)nc1)N1CCOCC1 (stereo unspecified)
3 | O=C(COc1ccccc1)NNc1nc2c(F)cccc2s1
6 | CCOC(=O)c1c(-c2cccs2)csc1NC(=O)C(C)(C)C
16 | COC(=O)[C@@H]1Cc2c([nH]c3ccccc23)C(C)N1C(=O)c1ccccc1 (stereo partly specified)
-5 | C=C1C2(C(=O)Nc3ccc(SC(F)F)cc3)CCC(C2)C1(C)C (stereo unspecified)
5 | Cc1cccc(N(Cc2ccccc2)C(=O)C2CCN(C(=O)c3ccccc3C)CC2)c1
-13 | COc1ccc(C2OC(=O)Cc3cc(OC)c(OC)cc32)cc1 (stereo unspecified)
11 | CCCNC(=S)N1CCN(Cc2ccc3c(c2)OCO3)CC1
2 | COc1ccc(C(=O)CC(Nc2ccc([N+](=O)[O-])cc2)c2ccc(OC)cc2)cc1 (stereo unspecified)
-33 | OC(c1ccc(F)c(F)c1)c1nc(-c2cnc3ccccc3c2)cs1 (stereo unspecified)
3 | C[C@H]1CN([C@@H](C)CO)C(=O)CCCn2nncc2CO[C@@H]1CN(C)S(=O)(=O)c1ccccc1
6 | Cc1cc(C)n2nc(C(=O)OC(C)C(=O)c3ccccc3)nc2n1 (stereo unspecified)
-16 | c1ccc2c(c1)CC(N1CCCCC1)c1ccccc1N2 (stereo unspecified)
3 | COc1ccc(CCNC(=O)C2c3ccccc3C(=O)N2CCC(C)C)cc1OC (stereo unspecified)
15 | c1ccc(-c2nnc(N3CCOCC3)nc2-c2ccccc2)cc1
3 | C[C@H](CO)N1C[C@H](C)[C@H](CN(C)S(=O)(=O)c2ccc(F)cc2)OCCCC[C@H](C)Oc2ccc(NS(=O)(=O)c3ccc(Cl)cc3)cc2C1=O
8 | O=C(c1cccc(S(=O)(=O)NCc2ccc3c(c2)OCO3)c1)N1CCCC1
6 | CCN(CC(=O)Nc1c(F)cccc1F)C(=O)c1ccc2ncsc2c1
8 | Cc1nc(Cc2nnc(SCC(=O)N(C)c3ccccc3)o2)cs1
5 | Cc1ccc2c(c1)N(CC(=O)NC1CCCCCC1)C(=O)c1cccnc1O2
-9 | Cc1nn(C(=O)c2ccc3c(c2)OCO3)c(N)c1-c1ccccc1

Of the compounds above, these contain an aryl thioether with sulfur outside any ring.
BL2 CD40 inh | canonical_smiles
6 | Cc1ccc(Sc2oc(/C=N/n3cnnc3)cc2Br)cc1
-2 | Cc1nc(C)c(C(=O)OCC(=O)Nc2ccccc2SCC#N)s1
-15 | COc1ccc(C)cc1-n1c(SCC(=O)NC2CC2)nc2ccccc2c1=O
-62 | CCCCCCSc1nsc(NC(=O)CCC)n1
-75 | O=C(CSc1nnc(NC(=O)c2ccccc2F)s1)Nc1ccccc1F
-5 | C=C1C2(C(=O)Nc3ccc(SC(F)F)cc3)CCC(C2)C1(C)C (stereo unspecified)
8 | Cc1nc(Cc2nnc(SCC(=O)N(C)c3ccccc3)o2)cs1

(continued)
BL2 CD40 inh | canonical_smiles
8 | CCc1nnc(NC(=O)CN2CC(C)OC(C)C2)s1 (stereo unspecified)
-30 | CN1CCN(CCC(=O)Nc2ccc(OCc3ccccc3)cc2)CC1
2 | CCOC(=O)c1c(NC(=O)COC)sc(C(C)=O)c1C
1 | O=S(=O)(/C=C/c1ccccc1)Nc1cccc(S(=O)(=O)NC2=NCCC2)c1
1[25 µM] | C/C=C/c1ccc([C@H]2[C@@H](CO)N(CC3CCCC3)[C@H]2CNS(C)(=O)=O)cc1
6[25 µM] | COc1ccccc1-c1cnc2c(c1)C(=O)N([C@@H](C)CO)C[C@@H](C)[C@H](CN(C)C(=O)CC1CC1)O2
3 | O=C(CN1C(=O)NC2(CCOc3ccccc32)C1=O)c1ccc[nH]1 (stereo unspecified)
11[25 µM] | Cc1ccc(S(=O)(=O)Nc2cccc3c2O[C@H](CN(C)C(=O)Nc2ccc(C(F)(F)F)cc2)[C@H](C)CN([C@H](C)CO)C3=O)cc1
0[25 µM] | CN(Cc1cncnc1)C[C@@H]1N[C@H](CO)[C@@H]1c1ccc(-c2ccc(C#N)cc2)cc1
-3[25 µM] | O=C(O)[C@H]1[C@H](CO)[C@H]2Cn3c(ccc(C4=CCCCC4)c3=O)[C@H]2N1Cc1ccc2c(c1)OCO2
15 | Cc1nc2oc3c(NCc4ccccc4)ncnc3c2c2c1COC(C)(C)C2
-5 | O=C(NC1CCCC1)[C@@H]1[C@@H](CO)[C@@H]2Cn3c(ccc(-c4ccc(F)cc4)c3=O)[C@H]1N2Cc1cocn1
8 | COCCNC(=O)CSc1ccccc1C(=O)NCC1CCCCC1
-3 | CC(=O)NC(CC(=O)OCC(=O)N1CCN(S(=O)(=O)c2ccc(Cl)cc2)CC1)c1ccccc1 (stereo unspecified)
6[25 µM] | O=C(O)C[C@@H]1C[C@@H]2c3cc(NC(=O)Nc4ccc(C(F)(F)F)cc4)ccc3O[C@@H]2[C@H](CO)O1
9 | CCOC(=O)C1CCN(C(=O)c2cccs2)CC1
20 | CN(Cc1ccco1)C(=O)c1ccc(OC2CCN(Cc3ccccn3)CC2)cc1
-18[25 µM] | CS(=O)(=O)N1[C@H](C#N)[C@@H](c2ccc(C#Cc3cccc(F)c3)cc2)[C@H]1CO
-3 | COc1cccc(NC(=O)COc2coc(CN3CCc4ccccc4C3)cc2=O)c1
7 | CSc1ccc(Cl)c(C(=O)OCC(=O)N(C)CCC#N)c1
-9 | C/C=C/c1ccc([C@H]2[C@@H](CNC(=O)c3ccccc3)N(C(C)=O)[C@H]2CO)cc1
-10 | COc1cc(/C=C/C(=O)OCC(=O)N2c3ccccc3CC2C)cc(OC)c1OC (stereo unspecified)
4 | Cc1nc2nc(COc3ccccc3)[nH]n2c(=O)c1Cc1ccccc1
4 | Cn1cc(S(=O)(=O)NC2CCCC2)c(=O)n(C)c1=O
7 | COc1nc(=O)n(C2CCCO2)cc1C (stereo unspecified)
7 | Cc1ccccc1-n1c(C)c(C#N)c(=O)c(-[n+]2ccccc2)c1[S-]
5[25 µM] | COc1cccc(NC(=O)C[C@H]2CC[C@H]3[C@H](COc4ccc(NS(=O)(=O)c5cccc(F)c5)cc4C(=O)N3C)O2)c1
-19 | COc1ccc(NC(=O)C(OC(=O)Cn2cnc3c2c(=O)n(C)c(=O)n3C)c2ccccc2)cc1Cl (stereo unspecified)
-12[25 µM] | C[C@@H]1CN([C@H](C)CO)C(=O)CCCn2cc(nn2)CO[C@H]1CN(C)C(=O)Nc1ccc2c(c1)OCO2
8 | Cc1ccc2ccccc2c1NC(=O)CNCc1ccccc1
-58 | COc1ccc(-c2nc3c(n2O)CCC/C3=N\O)cc1
7 | CC(OC(=O)CCc1ccccc1)C(=O)Nc1ccc(Cl)cn1 (stereo unspecified)
-3 | CCC(C)NC(=O)CSc1nc2cc(S(=O)(=O)N3CCOCC3)ccc2n1CC (stereo unspecified)
-27 | Cc1ccc2[nH]c(=O)c(CNC(C)C)cc2c1
7 | CC(C)(C)NC(=S)NCc1cccnc1
5 | COC(=O)C1CCN(C(=O)c2ccc3nccnc3c2)CC1
8 | CN(C)S(=O)(=O)N(CC(=O)Nc1ccc(F)c(F)c1)c1ccccc1
6 | COCCCN1C(=O)C(CC(=O)NCc2cccc3ccccc23)CC(C(=O)N2CCCCCC2)=C1C (stereo unspecified)
-77 | Cc1ccc(-c2nnc(CCC(=O)NCC3C4CC5CC(C4)CC3C5)o2)s1 (stereo unspecified)
